High-throughput results (PubChem BioAssay)
HSF1 inhib: HSF1 inhibitors in luciferase reporter cells, primary screen, cell-based, NIH3T3, luminescence. NIH3T3-HGL HSE-luciferase, MG132-induced, luminescence 8 h; stronger effect = lower value. activity change, negative = inhibition, % at 7.5 µM (by protocol). actives 0.77% (n = 300,000). AID 2098, 2009;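 active means more than half of replicate wells show activity change below -50%, luminescence cut by over half; inconclusive means some wells, but at most half, below -50%; inactive means no replicate well below -50%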;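 further: luciferase reports HSF-1 transcriptional activity via heat shock element; 0% = median of DMSO wells and -100% = zero luminescence signal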
Platelet DG rel: inhibitors of platelet dense granule secretion, primary screen, cell-based, MLPCN, human platelets; human platelet-rich plasma, SFLLRN dense granule ATP release, luminescence; inhibition, %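 (compounds screened at 7.5 µM in platelet-rich plasma)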; actives 0.22% (n = 300,000);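 active means mean replicate score, as percent of positive control, at or above 50; inconclusive means mean below 50 but at least one replicate at or above 50; inactive means mean and every replicate below 50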
GSK3beta inhib: human GSK3beta kinase inhibitors, primary screen, biochemical, cell-free homogeneous, HTS. Glycogen synthase kinase-3 beta (Homo sapiens), P49841. GST-GSK3beta kinase, ADP-Glo luminescence, 60 min; stronger effect = lower value. activity score (negative = inhibition), % at 10 µM. actives 0.038% (n = 300,000). AID 2097, 2009;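 active means more than half of replicate wells score below -50%, meaning over 50% inhibition versus plate controls; inconclusive means some replicates but at most half score below -50%; inactive means no replicate scores below -50%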;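 further: 0% = median DMSO wells and -100% = median GW8510 positive control wells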
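Assay system: GST-tagged human GSK3beta kinase, cell-free; Input: 1.6 ng GSK3beta; Medium: Tris/MgCl2 kinase buffer; Timing: 60 min enzyme reaction, room temperature; Signal: ADP-Glo luminescence quantifying ADP generated by kinase; Evaluation: score relative to plate controls; Benchmarks: DMSO neutral wells and GW8510 at 20 µM as positive.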
HSP90 inh: HSP90 inhibitors, primary screen, cell lysate, luminescence. Heat shock protein HSP 90 (rabbit reticulocyte lysate; luciferase refolding). Rabbit reticulocyte lysate, luciferase refolding luminescence, 3 h. inhibition, % at 5.6 µM. actives 0.91% (n = 290,000);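 active means inhibition above the screen-wide mean plus 3 SD, computed separately per campaign, cut at about 16% in these data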;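 further: 0% = DMSO wells and 100% = 60 µM geldanamycin wells; inhibitors lower the luminescence because luciferase stays unfolded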
HDAC3 inh: HDAC3 deacetylase inhibitors, primary screen, biochemical, fluorescence, cell-free homogeneous | inhibition, % at 8.3 µM | actives 0.15% (n = 320,000) | Histone deacetylase 3 (Homo sapiens), O15379 | recombinant HDAC3, fluorogenic peptide/trypsin coupled; in the data active means inhibition above about 26%, passing the limit was not always enough; inconclusive means no clear call, values can overlap the other calls
Target sequence (O15379 whole entry, looked up): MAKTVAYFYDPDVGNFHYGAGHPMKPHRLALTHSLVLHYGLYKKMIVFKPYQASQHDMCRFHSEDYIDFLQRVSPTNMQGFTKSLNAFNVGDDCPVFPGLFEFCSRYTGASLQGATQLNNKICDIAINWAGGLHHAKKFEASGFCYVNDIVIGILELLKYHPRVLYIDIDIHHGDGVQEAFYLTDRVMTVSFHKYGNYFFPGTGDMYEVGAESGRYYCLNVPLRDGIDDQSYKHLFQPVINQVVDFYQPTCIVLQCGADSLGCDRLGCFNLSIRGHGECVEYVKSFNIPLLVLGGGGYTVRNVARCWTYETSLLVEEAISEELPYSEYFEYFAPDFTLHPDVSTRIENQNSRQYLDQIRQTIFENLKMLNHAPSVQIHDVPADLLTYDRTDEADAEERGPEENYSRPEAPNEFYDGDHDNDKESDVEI
PolyA inh: polyadenylation inhibitors in yeast reporter cells, primary screen, luminescence, S. cerevisiae. calls only at 12 µM. actives 0.02% (n = 300,000). S. cerevisiae SKY197-pL101 polyadenylation reporter, beta-gal luminescence; efflux-impaired pdr1/pdr3 knockout yeast; score 100 = 6 SD above DMSO;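 active means lowest replicate activity score at least 50, where 100 means six control SD above control mean; inconclusive means lowest score under 50 but half or more replicates reach 50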;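 further: yeast exposed to compound for 9 h at 30 °C; higher score means more reporter readthrough which indicates perturbed polyadenylation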
GSK3A inh: blockers of GSK3A enzyme activity – biochemical, luminescence, cell-free homogeneous, HTS, primary screen; Glycogen synthase kinase-3 alpha (Homo sapiens), P49840; GSK-3 alpha kinase, ADP-Glo luminescence, 60 min; inhibition, % at 10 µM; actives 0.1% (n = 320,000); AID 2650, 2010;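 in the data active means inhibition above about 50%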;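 further: GST-tagged GSK-3 alpha with peptide substrate and 25 µM ATP; 0% = DMSO neutral wells and 100% = GW8510 positive control wells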
Target sequence (P49840 whole entry, looked up): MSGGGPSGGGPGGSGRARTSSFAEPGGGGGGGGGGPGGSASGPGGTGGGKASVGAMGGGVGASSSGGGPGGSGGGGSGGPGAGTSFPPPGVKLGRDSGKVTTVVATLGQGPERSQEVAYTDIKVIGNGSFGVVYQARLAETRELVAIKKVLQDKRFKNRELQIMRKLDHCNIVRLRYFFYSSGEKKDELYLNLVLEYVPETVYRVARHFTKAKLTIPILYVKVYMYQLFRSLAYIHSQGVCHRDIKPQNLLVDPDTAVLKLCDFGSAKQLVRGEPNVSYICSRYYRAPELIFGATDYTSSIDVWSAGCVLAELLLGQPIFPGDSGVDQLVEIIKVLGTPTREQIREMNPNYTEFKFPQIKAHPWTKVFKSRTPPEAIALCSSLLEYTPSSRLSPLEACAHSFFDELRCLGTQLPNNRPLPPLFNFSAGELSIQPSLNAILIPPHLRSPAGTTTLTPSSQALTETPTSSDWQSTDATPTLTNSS
AI-2 QS modul: Vibrio harveyi AI-2 quorum sensing modulators, primary screen, JMH597 strain, luminescence/OD600 ratio; Vibrio harveyi JMH597 AI-2 luminescence/OD600 ratio, 9 h; stronger effect = lower value; strain lacks LuxN and CqsS sensors; 0 = neutral-control median; activity change, % at 7.5 µM; actives 0.4% (n = 300,000); AID 2094, 2009; in the data active means activity change below about -75%, passing the limit was not always enough; inconclusive means no clear call, values can overlap the other calls;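 further: luminescence divided by OD600 gain over 9 h not by final OD600 alone; inactives centre near 13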
DYRK1A inh: rat Dyrk1A kinase inhibitors, primary screen, biochemical, single point, plate reader; ADP-Glo luminescence, NFATc1 peptide; inhibition, % at 12.5 µM; actives 0.43% (n = 310,000); AID 504441, 2011; in the data active means inhibition above about 50%;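 further: plate controls were vehicle with enzyme for no effect and no enzyme for full effect; many of its hits are not listed in these tables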
HSF1 activator: HSF-1 activators, primary screen, NIH3T3-HGL cells, MG132 stress, luminescence, single point; NIH3T3-HGL HSF-1 luciferase reporter, 8 h; 100% = twice DMSO control signal; activation, % at 9 µM; actives 1.7% (n = 300,000);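 active means mean replicate activation of at least 50% with a set share of replicates each reaching 50%; inconclusive means only one of those two conditions met; inactive means mean below 50% and too few replicates reaching it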;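 further: 0% = median of the neutral control wells and 100% = twice that signal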
An asterisk follows results filed as active; i = inactive; ? = inconclusive; nt = not tested or not shown. Some of the compounds tested; the hit share may differ from the screen's.

SMILES	HSF1 inhib	Platelet DG rel	GSK3beta inhib	HSP90 inh	HDAC3 inh	PolyA inh	GSK3A inh	AI-2 QS modul	DYRK1A inh	HSF1 activator
O=C(O)CSc1cc(C(=O)c2ccccc2O)cn2c(=O)c3c(-c4ccccc4)csc3nc12	-5	-22	0	1	-3	i	-2	68	-13	3
O=C(c1cc(-c2ccccc2O)on1)N1CCOCC1	1	-26	0	3	5	i	-1	2	-2	-3
O=C1c2ccccc2C(=O)N1SC1CCCCC1	-25	3	-1	4	-10	i	1	35	2	-24
COc1ccc(NC(=O)[C@H](C)NC(N)=O)cc1S(=O)(=O)Nc1cc(C)ccc1Br	-9	-1	-2	2	2	i	-1	9	nt	2
Cc1ccc2[nH]c(=O)c3cc(C(=O)N(CCCOC(C)C)Cc4ccco4)sc3c2c1	6	14	1	-2	-5	i	0	16	6	11
Cn1ncc(Br)c1NC(=O)c1cc(Cl)cc(Cl)c1	1	10	1	2	-4	i	0	-16	3	12
O=C(NCc1ccccc1)c1nc[nH]c1C(=O)NCc1ccccc1	7	3	0	-4	?	i	-1	13	0	15
CCN(CC)CCOC(=O)c1ccc(N/C=C(/C#N)c2nc(-c3ccc(OC)cc3)cs2)cc1	-1	17	0	-1	9	i	2	25	nt	-7
COc1ccc(CNC(=O)CCSCc2ccccc2Cl)c(OC)c1	0	-3	4	-7	0	i	-2	11	-3	3
COC(=O)c1ccc(OCc2nc(N)nc(N3CCOCC3)n2)cc1	5	6	-3	4	2	i	-7	12	13	16
CCCCn1c2nc3ccccc3nc2c2c(=O)n(CCC)cnc21	1	7	-1	-3	1	i	nt	6	4	2
CCOC(=O)CNC(=O)CSc1nnc(-c2ccccc2)n1Cc1ccco1	1	-18	2	-3	3	i	-2	25	-2	1
COc1ccc(Cl)cc1NC(=S)NCc1ccc(S(N)(=O)=O)cc1	-2	3	5	4	nt	i	-2	45	-1	-1
CC(=O)Nc1ccc(C2=NNC(=Nc3ccc(S(=O)(=O)N4CCOCC4)cc3)SC2)cc1	-4	-5	0	12	3	i	-4	22	-3	-9
O=C1c2ccccc2C(=O)N1CC1=NCCc2ccccc21	-11	-2	0	-1	-5	i	-2	13	-1	0
O=c1c2cc(N3CCOCC3)ccc2[nH]c(=S)n1CC1CCCO1 (stereo not given)	8	1	2	0	5	i	5	5	0	9
CCOCCc1nnc(NC(=O)CCS(=O)(=O)c2ccccc2)s1	-5	1	nt	-2	1	i	-1	nt	-5	-22
CCCCC(=O)Nc1cnc(NC(=O)c2ccco2)cc1C	11	-12	2	-4	2	i	-1	18	-9	26
CCn1c(SCC(=O)N2CCN(c3ccc(Cl)cc3)CC2)nc2ccccc2c1=O	6	1	-2	2	8	i	-1	-3	-9	6
CC1Oc2ccccc2C=C1/C=N/NC(=O)c1ccncc1 (stereo not given)	1	-1	3	-2	2	i	1	14	0	14
O=C(NC1CCCCC1)C1CN(S(=O)(=O)c2ccccc2)CCN1S(=O)(=O)c1ccccc1 (stereo not given)	8	0	-10	-2	-2	i	-2	21	4	-4
Cc1c(OC(C)C(=O)N[C@H](C(=O)O)c2ccccc2)ccc2c3c(c(=O)oc12)CCCC3 (stereo not given in full)	-3	-2	2	5	-17	i	3	8	18	5
CC(C)CC1NC(C(=O)O)Cc2c1[nH]c1ccccc21 (stereo not given)	-5	0	-2	1	-53	i	0	9	25	3
COc1cccc(-n2nc(-c3ccnn3-c3ccccc3)c(=O)n(C)c2=O)c1	3	9	-2	0	-1	i	1	1	2	12
CCN(CC(=O)Nc1ccccc1C(F)(F)F)C(=O)c1cc2c(s1)CCCCC2	6	-14	-2	nt	14	i	-4	33	8	-9
O=C(Cc1ccc(O)cc1)NC1CCCCCC1	-41	0	-2	-2	-3	i	8	32	-2	-55
CC(C)CNc1nc(N)c([N+](=O)[O-])c(N2CCCCCC2)n1	6	2	-32	1	11	i	12	14	14	7
O=C(NCc1ccc(F)cc1)C1CCC(CNc2c(N3CCOCC3)c(=O)c2=O)CC1 (stereo not given)	1	3	2	0	6	i	0	16	24	-4
CC(C)(C)c1csc(NC(=O)c2ccc3nccnc3c2)n1	4	3	3	-2	3	i	9	12	5	38
COC(=O)CCn1[nH]c(=O)c2ccccc2c1=O	-7	18	-4	0	nt	i	nt	20	-3	8
Cc1cc(OCC(=O)O/N=C(\N)c2ccccc2)ccc1Cl	nt	nt	nt	-2	3	nt	3	nt	5	nt
CCCOc1ccc(C(=O)CCN2CCCCC2)cc1	2	3	-16	0	3	i	nt	5	3	10
COC(=O)C1=CN(C(C)c2ccccc2)C=C(C(=O)OC)C1c1cc(OC)c(OC)c(OC)c1 (stereo not given)	17	-1	1	-3	-31	i	-1	-1	3	15
CCN1CCN(c2ccc(NC(=O)c3ccc(C#N)cc3F)cc2Cl)CC1	5	1	-3	-6	1	i	-2	5	10	-14
Cc1cccc(NCc2ccccc2O)c1	-1	9	-4	4	-11	i	nt	0	7	0
C/C(=N\n1c(C)nc2ccccc2c1=O)c1ccc(N)cc1	10	4	-24	nt	-1	i	-1	2	nt	27
CNCCCOc1cccc(OC(C)C)c1	-3	-1	1	4	3	i	0	23	-3	-8
N#Cc1ccc(C(=O)N(Cc2ccccc2)c2ccccc2)cc1	6	3	nt	2	2	i	-3	nt	1	6
Cn1c(=O)c(-[n+]2ccccc2)c([O-])c2ccccc21	-6	-4	-24	6	?	i	-3	-20	-1	12
O=C(CCCN1CCc2[nH]c3ccc(F)cc3c2C1)c1ccc(F)cc1	4	6	-8	3	2	i	-1	-43	7	15
CCN(CC)S(=O)(=O)c1cccc(-c2nnc(SCCOc3ccc(Cl)cc3)o2)c1	18	-1	-4	-1	10	i	1	22	-2	30
CN(C)S(=O)(=O)c1cccc(C(=O)OCC(=O)NCc2ccccc2)c1	-4	-7	2	2	-5	i	-1	52	-7	-9
CCCn1c(NCc2ccc3c(c2)OCO3)nc2ccccc21	10	0	1	2	6	i	0	-1	0	0
Cc1ccccc1OCCN1C(=O)c2ccccc2C1=O	17	-1	-3	-3	0	i	-1	33	nt	20
Cc1cc(=O)oc2cc(OCC(=O)OCC(=O)Nc3ccccc3C(C)C)ccc12	-3	1	0	5	-8	i	-1	5	-4	3
CSc1nccc(N2CCN(c3ccc(F)cc3)CC2)n1	7	3	3	3	1	i	0	14	6	11
CCn1ncc([C@@H]2C[C@H]3CN(Cc4cccc(Cl)c4)C(=O)[C@]34CCCN24)c1C	-7	-3	1	0	8	i	-1	-8	0	9
CCc1c(C)nc(SCC(=O)Nc2c(C)n(C)n(-c3ccccc3)c2=O)[nH]c1=O	-5	4	-9	1	3	i	-1	16	1	-10
O=C1c2ccccc2C(=O)N1Cc1cnc(N2CCN(c3ccccc3)CC2)s1	-7	6	3	0	-2	i	-2	11	3	2
O=C(c1ccccc1)C1CCN(CC(=O)N2CCN(c3ccccc3)CC2)CC1	0	-1	4	0	1	i	-2	14	3	-8
COC(=O)COc1ccc(S(=O)(=O)NCCC2=CCCCC2)cc1C	1	3	6	-2	8	i	0	16	-1	12
Cc1ccc(Sc2c([N+](=O)[O-])ncn2C)cc1	12	-1	-1	4	-4	i	-2	16	-13	15
O=C1c2nc3cc(-c4ccco4)[nH]n3c(=O)c2CN1C1CCCCC1	-7	22	-4	4	-59	i	0	19	nt	-15
CC(C)C(C)NC(=O)CN1C(=O)NC(c2ccccc2)(c2ccccc2)C1=O (stereo not given)	0	-2	1	0	-1	i	0	-4	-10	12
CCOc1ccccc1N1CCN(C(=O)NCc2ccc(C)cc2)CC1	-5	13	-1	3	-6	i	-1	28	-5	-25
COc1ccc(OC)c(S(=O)(=O)NCc2ccccc2)c1	0	5	-4	-2	-2	i	1	13	4	-2
Cc1cccc(N=C2NC(=O)C(CO)(CO)S2)c1	-2	0	0	-3	1	i	-1	11	3	-2
COc1ccc(-c2ccnc(-c3ccncc3)n2)cc1	8	10	-7	-1	-3	i	3	12	nt	10
CC(NC(=O)CSCc1ccccc1Br)c1ccccc1 (stereo not given)	2	-2	1	-1	4	i	0	3	nt	24
COc1ccc(N2CCN(S(=O)(=O)c3c(C)nc4sccn4c3=O)CC2)cc1	-8	95*	-4	-3	-2	i	-7	37	1	-3

New compounds follow
SMILES	HSF1 inhib	Platelet DG rel	GSK3beta inhib	HSP90 inh	HDAC3 inh	PolyA inh	GSK3A inh	AI-2 QS modul	DYRK1A inh	HSF1 activator
COc1cccc(CN(C)C(=O)c2cc(S(=O)(=O)NCc3ccccc3)ccc2C)c1OC	6	-11	-6	nt	5	i	-3	19	-1	13
O=C(Nc1ccccc1C(F)(F)F)c1cccnc1	-1	7	-4	-1	0	i	0	5	-3	-17
COc1ccc(CSc2nc(O)cc(=O)n2CC(C)C)cc1F	-2	3	0	-4	-1	i	-5	21	-1	-4
O=C(/C=C/Nc1ccc(F)c(Cl)c1)c1ccccc1	19	2	0	1	3	i	-4	20	0	17
CCN(CC)CCNC(=O)C(C)c1nn(C)c(=O)c2ccccc12 (stereo not given)	nt	nt	2	-1	0	nt	-1	3	5	nt
O/N=C/c1cccc[n+]1CCCCCC[n+]1ccccc1/C=N/O	3	5	1	0	10	i	-2	17	15	-3
O=C(Nc1cccnc1)c1cccc(S(=O)(=O)N2CCCCC2)c1	-1	1	3	-3	3	i	0	14	7	8
COc1ccc(C(=O)C[n+]2cc(Br)cc3ccccc32)cc1[N+](=O)[O-]	4	2	0	-5	-4	i	-1	19	0	9
Cc1ccc(NC2Sc3ccccc3NC2=O)cc1 (stereo not given)	3	-5	3	2	?	i	-2	2	-4	17
Cc1ccccc1CN1CCCC(C(=O)Nc2ccc(-c3ccn[nH]3)cc2)C1 (stereo not given)	-1	4	3	2	2	i	-1	40	17	-14
CCN(CC)Cc1oc(-c2ccccc2)cc1C(=O)O	-4	16	-5	1	nt	i	nt	29	nt	1
CC(C)C[C@H](NC(=O)Nc1cccc(C(F)(F)F)c1)C(=O)O	-4	-10	16	-1	3	i	1	29	-6	-4
